All columns: NCI-60 one-dose screen, growth in % after 48 h at 10 µM unless noted; 100 = growth as untreated, 0 = no growth, -100 = all killed.
ACHN = ACHN renal cancer | actives 4.9% (n = 81,000) | AID 1794771
RXF 393 = RXF 393 renal cancer cells; actives 6.9% (n = 77,000); AID 1794773
786-0 = 786-0 renal cancer cells; actives 5.1% (n = 81,000)
CAKI-1 = CAKI-1 renal cancer; actives 4.7% (n = 75,000); AID 1794772
A498 = A498 renal cancer cells. AID 1794774. actives 5.4% (n = 76,000)
U251 = U251 CNS tumor cells; actives 5.4% (n = 80,000); AID 1794753
UO-31 = UO-31 renal cancer; actives 5.2% (n = 81,000)
TK-10 = TK-10 renal cancer cells | actives 3.9% (n = 81,000) | AID 1794769
SN12C = SN12C renal cancer cells; actives 3.8% (n = 81,000); AID 1794767
Numbers without * were called inactive. How the source made its calls: active means growth percent below 10; inactive means the rest.

How did Cc1ccc(-n2nc(C)c(N=Nc3ccccc3)c2C)cc1 do in these assays?
ACHN: 84; RXF 393: 97; 786-0: 93; CAKI-1: 86; A498: 83; U251: 92; UO-31: 78; TK-10: 94; SN12C: 99

How did O=[N+]([O-])c1ccc(N/N=C/c2ccccc2O)nc1 do in these assays?
ACHN: 27; RXF 393: 38; 786-0: 22; CAKI-1: 4.7*; A498: 98; U251: 28; UO-31: 26; TK-10: 26; SN12C: 38

Results for COCCCN(C(=O)c1cccc(C)c1)c1c(N)n(Cc2ccccc2)c(=O)[nH]c1=O ?
ACHN: 95; 786-0: 95; CAKI-1: 176; A498: 64; U251: 99; UO-31: 94; TK-10: 90; SN12C: 93

How did CC1(C)CC[C@]2(C(=O)N[C@H](CO)Cc3ccccc3)CC[C@]3(C)C(=CC[C@@H]4[C@@]5(C)CCCNC(C)(C)[C@@H]5CC[C@]43C)[C@@H]2C1 do in these assays?
ACHN: 101; RXF 393: 78; 786-0: 65; CAKI-1: 77; A498: 85; U251: 69; UO-31: 66; TK-10: 96; SN12C: 79

Results for Cc1cccc(NC(=O)c2sc3nc4c(cc3c2N)CN(Cc2ccccc2)CC4)c1 ?
ACHN: 102; RXF 393: 103; 786-0: 92; A498: 85; U251: 85; UO-31: 98; TK-10: 114; SN12C: 107

What do the screens show for `CCC(C)(C)C1CCCCC1OC(C)=O` (stereo not drawn)?
ACHN: 105; RXF 393: 115; 786-0: 105; CAKI-1: 94; A498: 89; U251: 105; UO-31: 88; TK-10: 92; SN12C: 97

What do the screens show for `COc1cccc2c1C(=O)OC1(OC(=O)c3ccccc31)O2` (stereo not drawn)?
ACHN: 110; RXF 393: 111; 786-0: 99; A498: 91; U251: 112; UO-31: 91; TK-10: 95; SN12C: 104

What do the screens show for `COc1cc(Br)c(C(Br)C#N)cc1OC` (stereo not drawn)?
ACHN: 102; RXF 393: 101; 786-0: 104; CAKI-1: 101; A498: 101; U251: 116; UO-31: 92; TK-10: 104; SN12C: 106

Results for CCc1nc2c(cnn2-c2ccccc2)c(=O)[nH]1 ?
ACHN: 94; RXF 393: 84; 786-0: 102; CAKI-1: 91; A498: 84; U251: 100; UO-31: 80; TK-10: 126; SN12C: 90

How did CC(=O)C1=C(O)C=C2Oc3c(C(=O)/C=C/c4ccccc4)c(O)c(C)c(O)c3[C@]2(C)C1=O do in these assays?
ACHN: 48; RXF 393: 63; 786-0: 31; CAKI-1: 47; A498: 14; U251: 7.8*; UO-31: 31; TK-10: 34; SN12C: 23

Results for CN(C)N=Nc1nn(C(=O)Nc2ccc(Cc3ccccc3)cc2)c2ccccc12 ?
ACHN: 34; RXF 393: 95; 786-0: 50; CAKI-1: 15; A498: 82; U251: 68; UO-31: 42; SN12C: 59

What do the screens show for `c1ccc2c[n+](C[n+]3ccc4ccccc4c3)ccc2c1`?
ACHN: 88; RXF 393: 102; 786-0: 99; CAKI-1: 101; A498: 92; U251: 98; UO-31: 85; SN12C: 99

How did COc1cc(-c2nn(C(=O)NS(=O)(=O)c3ccc(C)cc3)cc2-c2ccncc2)ccc1Cl do in these assays?
ACHN: 51; RXF 393: 42; 786-0: 43; CAKI-1: 56; A498: 52; U251: 65; UO-31: 34; TK-10: 48; SN12C: 65

Results for COc1ccc2c(c1)c(-c1nn3cc(-c4ccncc4)nc3s1)cn2C ?
ACHN: 71; RXF 393: 83; 786-0: 93; CAKI-1: 51; A498: 84; U251: 83; UO-31: 53; TK-10: 130; SN12C: 84

Results for CSc1nc(=O)[nH]nc1SCc1ccccc1 ?
ACHN: 112; 786-0: 97; A498: 114; U251: 110; UO-31: 119; TK-10: 95; SN12C: 100

As a short view, 2 of the compounds above.
How did Cc1ccc(-n2nc(C)c(N=Nc3ccccc3)c2C)cc1 do in these assays?
ACHN: 84; RXF 393: 97; 786-0: 93; CAKI-1: 86; A498: 83; U251: 92; UO-31: 78; TK-10: 94; SN12C: 99

How did O=[N+]([O-])c1ccc(N/N=C/c2ccccc2O)nc1 do in these assays?
ACHN: 27; RXF 393: 38; 786-0: 22; CAKI-1: 4.7*; A498: 98; U251: 28; UO-31: 26; TK-10: 26; SN12C: 38

(more compounds)
What do the screens show for `C/C(=N\O)[C@@H]1CC[C@]2(C(=O)O)CC[C@]3(C)[C@H](CC[C@@H]4[C@@]5(C)CC[C@H](O)C(C)(C)[C@@H]5CC[C@]43C)[C@@H]12`?
ACHN: 107; RXF 393: 99; 786-0: 95; CAKI-1: 83; A498: 96; U251: 107; UO-31: 89; TK-10: 95; SN12C: 103

How did CCc1ccccc1OCc1ccccc1 do in these assays?
ACHN: 101; RXF 393: 103; 786-0: 102; CAKI-1: 89; A498: 93; U251: 90; UO-31: 86; TK-10: 106; SN12C: 96

How did O=C(O)c1cc2cc(OCc3ccccc3)ccc2[nH]1 do in these assays?
ACHN: 99; RXF 393: 111; 786-0: 115; CAKI-1: 82; A498: 98; U251: 105; UO-31: 74; TK-10: 114; SN12C: 97

Results for COc1ccc(/C=C2\N=C(c3cccnc3)N(c3ccccc3)NC2=O)cc1 ?
ACHN: 115; RXF 393: 90; 786-0: 100; CAKI-1: 98; A498: 72; U251: 106; UO-31: 82; TK-10: 101; SN12C: 105

What do the screens show for `Cc1nn(C(=O)c2ccc([N+](=O)[O-])cc2)c2c1nnc1ncccc12`?
ACHN: 101; RXF 393: 100; 786-0: 90; CAKI-1: 92; A498: 81; U251: 103; UO-31: 87; TK-10: 105; SN12C: 99

Results for CCCn1cnc2c(c1=N)C(c1ccc(OC)cc1)c1sc3c(C)cccc3c1O2 (stereo not drawn) ?
ACHN: 32; RXF 393: -5.5*; 786-0: 31; CAKI-1: 26; A498: -21*; U251: 21; UO-31: 27; TK-10: 94; SN12C: 19

Results for COc1ccc2nccc(C(N)=O)c2c1 ?
ACHN: 112; RXF 393: 134; 786-0: 104; CAKI-1: 97; A498: 104; U251: 109; UO-31: 97; TK-10: 113; SN12C: 101

How did COc1ccc(/C=C\c2nc3ccccc3s2)cc1OP(=O)(O)O do in these assays?
ACHN: 57; RXF 393: 2.7*; 786-0: 65; CAKI-1: 39; U251: 33; UO-31: 52; TK-10: 90; SN12C: 55

Results for Nc1nncc(-c2ccccc2)n1 ?
ACHN: 105; 786-0: 122; CAKI-1: 108; A498: 110; U251: 110; UO-31: 93; TK-10: 80; SN12C: 114

Results for CCC(C)n1ncc2c(N(C)C)ncnc21 (stereo not drawn) ?
ACHN: 107; RXF 393: 108; 786-0: 100; CAKI-1: 101; A498: 96; U251: 97; UO-31: 82; TK-10: 106; SN12C: 102

What do the screens show for `Cn1cc2c(c1-c1ccccc1)CCc1cnc(=O)[nH]c1-2`?
ACHN: 107; RXF 393: 136; 786-0: 115; CAKI-1: 89; A498: 125; U251: 114; UO-31: 80; TK-10: 182; SN12C: 99

Results for Cn1c(=O)c2[nH]c(NN)nc2n(C)c1=O ?
ACHN: 105; RXF 393: 123; 786-0: 99; CAKI-1: 96; A498: 109; U251: 105; UO-31: 91; TK-10: 107; SN12C: 108

What do the screens show for `CC(C)CCC[C@@H](C)[C@H]1CC[C@H]2[C@@H]3CC[C@@]45O[C@@H]4C(=O)CC[C@]5(C)[C@H]3CC[C@]12C`?
ACHN: 98; RXF 393: 122; 786-0: 107; CAKI-1: 97; A498: 114; U251: 103; UO-31: 98; TK-10: 110; SN12C: 109

Results for CC(C)CNc1nc(-c2ccc(Cl)cc2)n2ncc(C#N)c2n1 ?
ACHN: 111; RXF 393: 124; 786-0: 96; A498: 94; U251: 93; UO-31: 81; TK-10: 100; SN12C: 109

Results for Cc1cccc(Nc2nc(N)c3ccccc3n2)c1 ?
ACHN: 102; RXF 393: 96; 786-0: 98; CAKI-1: 107; A498: 111; U251: 96; UO-31: 97; TK-10: 106; SN12C: 103

How did CCOC(Cn1cc([N+](=O)[O-])c(=O)[nH]c1=O)OCC do in these assays?
ACHN: 104; RXF 393: 123; 786-0: 83; CAKI-1: 98; A498: 114; U251: 101; UO-31: 77; TK-10: 102; SN12C: 104

What do the screens show for `Nc1nc(-c2ccccc2)c(CCCOc2ccc([N+](=O)[O-])cc2)c(=O)[nH]1`?
ACHN: 101; RXF 393: 99; 786-0: 99; CAKI-1: 112; A498: 74; U251: 101; UO-31: 69; TK-10: 109; SN12C: 88

How did COc1cc(-c2ccc[nH]2)[nH]c1/C=C1\N=C(C)C(CC(=O)OCC(C)(C)C)=C1C do in these assays?
ACHN: -83*; RXF 393: -82*; 786-0: -88*; CAKI-1: -79*; A498: -90*; U251: -96*; UO-31: -86*; TK-10: -90*; SN12C: -75*

What do the screens show for `CCc1c(C)c2cc3nc(-c4ccc([N+](=O)[O-])cc4)oc3c(C)c2oc1=O`?
RXF 393: 118; 786-0: 96; A498: 111; U251: 96; UO-31: 85; TK-10: 88; SN12C: 106

How did Oc1[nH]c2cc(Cl)ccc2c1/C=c1/cc2c(c(-c3ccc(F)cc3)n1)=Nc1ccccc1-2 do in these assays?
ACHN: 93; RXF 393: 92; 786-0: 94; CAKI-1: 82; A498: 90; U251: 98; UO-31: 65; TK-10: 108; SN12C: 96

How did C[C@]1(COc2ccc(N3CCC(Oc4ccc(OC(F)(F)F)cc4)CC3)cc2)Cn2cc([N+](=O)[O-])nc2O1 do in these assays?
ACHN: 93; RXF 393: 112; 786-0: 100; A498: 83; U251: 95; UO-31: 87; TK-10: 91; SN12C: 93

How did N#C/C(=C\c1cccc(C#N)c1)C(=O)c1ccccc1 do in these assays?
ACHN: 114; RXF 393: 107; 786-0: 105; CAKI-1: 103; A498: 89; U251: 97; UO-31: 98; TK-10: 107; SN12C: 96

Results for CC(=O)Oc1ccc(OC(C)=O)c2c1C(=O)c1ccccc1C2=O ?
ACHN: 84; RXF 393: 76; 786-0: 80; A498: 82; U251: 78; UO-31: 65; TK-10: 81; SN12C: 78

Results for Cc1ccc(-c2nnc(CSc3nc(-c4ccc(F)cc4)c(C#N)c(=O)[nH]3)o2)cc1 ?
ACHN: 92; RXF 393: 113; 786-0: 111; CAKI-1: 97; A498: 116; U251: 98; UO-31: 86; TK-10: 97

What do the screens show for `O=C1CCC(Nc2ccccn2)N1` (stereo not drawn)?
ACHN: 108; RXF 393: 102; 786-0: 101; CAKI-1: 104; A498: 81; U251: 94; UO-31: 100; TK-10: 97; SN12C: 100

Part of the list above in order of molar mass, high to low.
How did C[C@]1(COc2ccc(N3CCC(Oc4ccc(OC(F)(F)F)cc4)CC3)cc2)Cn2cc([N+](=O)[O-])nc2O1 do in these assays?
ACHN: 93; RXF 393: 112; 786-0: 100; A498: 83; U251: 95; UO-31: 87; TK-10: 91; SN12C: 93

How did Oc1[nH]c2cc(Cl)ccc2c1/C=c1/cc2c(c(-c3ccc(F)cc3)n1)=Nc1ccccc1-2 do in these assays?
ACHN: 93; RXF 393: 92; 786-0: 94; CAKI-1: 82; A498: 90; U251: 98; UO-31: 65; TK-10: 108; SN12C: 96

Results for Cc1ccc(-c2nnc(CSc3nc(-c4ccc(F)cc4)c(C#N)c(=O)[nH]3)o2)cc1 ?
ACHN: 92; RXF 393: 113; 786-0: 111; CAKI-1: 97; A498: 116; U251: 98; UO-31: 86; TK-10: 97

How did COc1cc(-c2ccc[nH]2)[nH]c1/C=C1\N=C(C)C(CC(=O)OCC(C)(C)C)=C1C do in these assays?
ACHN: -83*; RXF 393: -82*; 786-0: -88*; CAKI-1: -79*; A498: -90*; U251: -96*; UO-31: -86*; TK-10: -90*; SN12C: -75*

What do the screens show for `CCc1c(C)c2cc3nc(-c4ccc([N+](=O)[O-])cc4)oc3c(C)c2oc1=O`?
RXF 393: 118; 786-0: 96; A498: 111; U251: 96; UO-31: 85; TK-10: 88; SN12C: 106

Results for CC(C)CNc1nc(-c2ccc(Cl)cc2)n2ncc(C#N)c2n1 ?
ACHN: 111; RXF 393: 124; 786-0: 96; A498: 94; U251: 93; UO-31: 81; TK-10: 100; SN12C: 109

Results for CC(=O)Oc1ccc(OC(C)=O)c2c1C(=O)c1ccccc1C2=O ?
ACHN: 84; RXF 393: 76; 786-0: 80; A498: 82; U251: 78; UO-31: 65; TK-10: 81; SN12C: 78

What do the screens show for `Cn1cc2c(c1-c1ccccc1)CCc1cnc(=O)[nH]c1-2`?
ACHN: 107; RXF 393: 136; 786-0: 115; CAKI-1: 89; A498: 125; U251: 114; UO-31: 80; TK-10: 182; SN12C: 99

How did CCOC(Cn1cc([N+](=O)[O-])c(=O)[nH]c1=O)OCC do in these assays?
ACHN: 104; RXF 393: 123; 786-0: 83; CAKI-1: 98; A498: 114; U251: 101; UO-31: 77; TK-10: 102; SN12C: 104

Results for Cc1cccc(Nc2nc(N)c3ccccc3n2)c1 ?
ACHN: 102; RXF 393: 96; 786-0: 98; CAKI-1: 107; A498: 111; U251: 96; UO-31: 97; TK-10: 106; SN12C: 103

Results for Cn1c(=O)c2[nH]c(NN)nc2n(C)c1=O ?
ACHN: 105; RXF 393: 123; 786-0: 99; CAKI-1: 96; A498: 109; U251: 105; UO-31: 91; TK-10: 107; SN12C: 108

What do the screens show for `O=C1CCC(Nc2ccccn2)N1` (stereo not drawn)?
ACHN: 108; RXF 393: 102; 786-0: 101; CAKI-1: 104; A498: 81; U251: 94; UO-31: 100; TK-10: 97; SN12C: 100
